From PubChem
IDE inh: human IDE inhibitors in live cells, primary screen, fluorescence polarization, HEK cells, FAbetaB substrate; FAbetaB cleavage; AID 434962, 2010; 320,000 tested, 0.41% active; inhibition, % at 5.59 µM;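 active means percent inhibition above the average of all tested compounds plus 3 SD, set per screening campaign, cut at about 16% in these data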;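 further: IDE supplied by intact live HEK cells; FP after avidin binding of uncleaved biotin substrate so inhibition keeps polarization high; 0% = DMSO wells and 100% = 60 µM reference IDE inhibitor Ii1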
Target sequence (P14735 whole entry, looked up): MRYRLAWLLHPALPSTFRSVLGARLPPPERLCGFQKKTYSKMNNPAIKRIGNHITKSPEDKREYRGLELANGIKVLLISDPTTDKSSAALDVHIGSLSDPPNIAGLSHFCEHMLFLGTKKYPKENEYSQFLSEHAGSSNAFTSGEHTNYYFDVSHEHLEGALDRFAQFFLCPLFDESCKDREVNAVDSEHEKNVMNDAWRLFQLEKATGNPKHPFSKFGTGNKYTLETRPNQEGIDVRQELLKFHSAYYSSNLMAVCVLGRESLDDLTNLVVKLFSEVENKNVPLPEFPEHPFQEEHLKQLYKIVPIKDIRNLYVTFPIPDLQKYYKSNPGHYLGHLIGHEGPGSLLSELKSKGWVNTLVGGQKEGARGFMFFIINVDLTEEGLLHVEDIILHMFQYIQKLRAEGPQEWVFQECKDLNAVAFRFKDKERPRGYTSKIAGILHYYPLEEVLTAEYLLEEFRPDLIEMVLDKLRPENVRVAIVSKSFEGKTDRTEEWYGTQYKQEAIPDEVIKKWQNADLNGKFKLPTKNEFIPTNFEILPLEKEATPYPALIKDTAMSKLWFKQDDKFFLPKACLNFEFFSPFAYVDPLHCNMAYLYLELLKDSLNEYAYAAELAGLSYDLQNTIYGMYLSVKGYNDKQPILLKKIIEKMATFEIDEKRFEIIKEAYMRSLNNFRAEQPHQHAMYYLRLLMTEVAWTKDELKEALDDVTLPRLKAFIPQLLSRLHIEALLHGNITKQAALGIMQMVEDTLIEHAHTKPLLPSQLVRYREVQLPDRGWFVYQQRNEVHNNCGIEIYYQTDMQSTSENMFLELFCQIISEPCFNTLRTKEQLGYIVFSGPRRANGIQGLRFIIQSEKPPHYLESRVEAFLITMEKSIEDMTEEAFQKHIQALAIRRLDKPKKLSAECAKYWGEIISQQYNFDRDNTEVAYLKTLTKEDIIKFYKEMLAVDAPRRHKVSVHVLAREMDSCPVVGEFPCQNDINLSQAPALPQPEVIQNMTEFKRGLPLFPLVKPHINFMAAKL
HCV NS3 hel inh: inhibitors of HCV NS3 helicase, primary screen, biochemical, Cy5 molecular beacon fluorescence; inhibition, % at 10.9 µM; NS3 helicase DNA unwinding; AID 1800, 2009; Hepatitis C virus NS3 helicase; 290,000 tested, 0.56% active;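 active means inhibition above the mean of all tested compounds plus 3 SD, set per campaign, cut at about 35% in these data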;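 further: 0% = DMSO wells and 100% = thioflavine S control wells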
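Test system: hepatitis C virus NS3 helicase domain fragment enzyme. Also added: annealed dual-labelled DNA beacon duplex, ATP-started. Timing: 60 min unwinding reaction at 25 °C after ATP addition. Technique: Cy5 fluorescence. Measure: % inhibition of unwinding.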
pCIP destab: p/CIP-EGFP fusion destabilizers, primary screen, fluorescence, F442A cells; AID 1984, 2009; Q05BA5; 290,000 tested, 0.01% active; decrease of EGFP signal, % at 10 µM; 16 h;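 active means EGFP signal decrease of at least 30% at 10 µM or well 3 SD below plate mean, unless failing retest; inactive means the rest, including hits failing retest or dose response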; further: some compounds called inactive have numbers as strong as hits; many of its hits are not listed in these tables
CRFR2-BP antag: antagonists of CRF-BP/CRF-R2 complex, primary screen, cell-based, HEK293, calcium dye fluorescence, uHTS. CRF-induced calcium fluorescence. inhibition, % at 11.8 µM. 350,000 tested, 0.59% active. AID 588475, 2011;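 active means inhibition of the ligand-induced calcium signal above about 50% at the single tested concentration, limit read from the data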
GalR3 antag: GalR3 antagonists in HEK293 cells, primary screen, cell-based, fluorescence readout; Galanin receptor type 3 (Homo sapiens), O60755; HEK293 GalR3-CNG cAMP membrane potential fluorescence; galR3 body fused to GalR1 C-terminus; inhibition, % at 3 µM; 360,000 tested, 0.44% active; AID 651719, 2012;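 active means inhibition above the screen-wide average plus 3 SD, cut at about 13% in these data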;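 further: forskolin and galanin both at EC90 stimulate the cells; cAMP rise reported by CNG channel membrane potential dye signal; 0% = forskolin plus galanin with DMSO and 100% = forskolin alone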
VIM-2 inhibitor: VIM-2 metallo-beta-lactamase inhibitors, primary screen, biochemical, epi-absorbance readout, Pseudomonas aeruginosa enzyme; purified VIM-2, nitrocefin hydrolysis, epi-absorbance fluorescence; AID 1527, 2009; 290,000 tested, 0.89% active; inhibition, % at 5.6 µM;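 active means inhibition above the mean of all tested compounds plus 3 SD, cutoff set per screening run, cut at about 7.5% in these data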;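 further: red hydrolysis product quenches plate fluorescence so inhibitors raise well fluorescence; 0% = enzyme with DMSO and 100% = DMSO without enzyme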
SUMO HTRF inh: inhibitors of in vitro SUMOylation cascade, primary screen, biochemical, HTRF, uHTS; SUMO-conjugating enzyme UBC9 (Homo sapiens), P63279; HTRF SUMOylation assay, SAE1/SAE2 + UBC9; inhibition, % at 35 µM; 290,000 tested, 0.36% active; AID 2006, 2009; in the data active means inhibition above about 50%, passing the limit was not always enough; further: strong numbers were not always called active
IDE cell activ: human IDE activators in live cells, primary screen, fluorescence polarization, HEK cells, FAbeta-B substrate. FAbeta-B cleavage; 0% vehicle, 100% cell-free pure enzyme wells. Insulin-degrading enzyme (Homo sapiens), P14735. activation, % at 5.96 µM. AID 493087, 2011. 340,000 tested, 0.073% active;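 active means activation above the mean of all tested compounds plus 3 SD, set per screening campaign, cut at about 17% in these data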
IMP-1 inhibitor: IMP-1 metallo-beta-lactamase inhibitors, primary screen, biochemical, epi-absorbance readout, Pseudomonas aeruginosa enzyme | metallo-beta-lactamase IMP-1 (Pseudomonas aeruginosa) | purified IMP-1, nitrocefin hydrolysis, epi-absorbance fluorescence | inhibition, % at 5.6 µM | 290,000 tested, 0.45% active | AID 1556, 2009;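 active means inhibition above the mean plus 3 SD of all compounds in the same screening run, cut at about 4.5% in these data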;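 further: 0% = IMP-1 with DMSO and 100% = DMSO wells lacking enzyme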
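system = purified recombinant IMP-1 beta-lactamase | amount = 0.2 nM IMP-1, as dispensed | medium = HEPES buffer pH 7.1 with ZnSO4 and Brij 35 | times = 25 °C, 15 min preincubation, 25 min reaction | detection = plate fluorescence quenching by hydrolysis product, ex 480/em 530 nm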
Numbers without * were called inactive; x = no result given.

SMILES | IDE inh | HCV NS3 hel inh | pCIP destab | CRFR2-BP antag | GalR3 antag | VIM-2 inhibitor | SUMO HTRF inh | IDE cell activ | IMP-1 inhibitor
CCN(CC)CCCN1C(=O)C(O)=C(C(C)=O)C1c1cccc(OC)c1 (stereo unspecified) | x | -4 | 1 | x | x | -2.9 | -2 | x | -7.4
CC1CC(C)CN(CCCNC(=O)c2nn(C)c3c2CS(=O)(=O)c2ccccc2-3)C1 (stereo unspecified) | -5 | 8 | -6 | -7 | 2 | 0.0 | 15 | 3 | -2.0
COc1ccc(N2CCN(CCNC(=O)CCNS(=O)(=O)c3cccs3)CC2)cc1 | -4 | 8 | -5 | 14 | 2 | -1.7 | 3 | 5 | -5.4
CC(=O)N1CCN(C(=O)c2cccc(S(=O)(=O)Nc3ccc(C)cc3)c2)CC1 | 5 | -2 | 2 | 0 | -4 | -0.7 | -6 | 1 | -5.6
COC(=O)[C@@H]1C[C@@]2(O)[C@H](O)[C@H](O)[C@H](O)C[C@H]2N1Cc1ccccc1OS(=O)(=O)c1ccc(C)cc1 | -2 | x | 1 | 4 | -5 | x | 8 | 2 | x
Cc1ccc(-c2noc(CCC(=O)NCCCN3CCN(c4cccc(Cl)c4)CC3)n2)cc1 | 1 | -64 | -17 | 5 | -9 | -3.6 | -11 | 2 | -4.5
CCOC(=O)N=S(=O)(Oc1ccc([N+](=O)[O-])cc1)c1ccc(Cl)cc1 (stereo unspecified) | 2 | -5 | 6 | 23 | -6 | 1.7 | 14 | 4 | -1.4
CCOC(=O)C1CCCN(c2cc(=O)n(Cc3ccc(F)cc3)c(=O)[nH]2)C1 (stereo unspecified) | 0 | 0 | -7 | 0 | 0 | -2.5 | -3 | -5 | -2.1
CNc1nc(N)c([N+](=O)[O-])c(Nc2cccc(Cl)c2)n1 | 2 | 15 | 4 | -18 | 1 | -0.3 | 28 | x | -1.6
CC(C#N)Sc1nnc(Nc2ccccc2)s1 (stereo unspecified) | -1 | -5 | -1 | -19 | -8 | -1.9 | 10 | -2 | -3.4
CC(=O)c1cccc(NC(=O)CN(C)S(=O)(=O)c2ccc3c(c2)CCC(=O)N3)c1 | -2 | -1 | -9 | -5 | x | -2.5 | 5 | 3 | -3.6
COC(=O)c1cc2c(=O)c3ccccc3oc2nc1/C=C/N(C)C | x | 18 | -201 | -173 | -4 | 7.7* | 18 | -126 | 3.5
CC(C)(C)c1cc(C(=O)NCc2ccccc2)ccn1 | 2 | -8 | 0 | 1 | -1 | -1.5 | -10 | -1 | -4.0
NC(=O)COC(=O)c1cc(-c2ccco2)nc2ccccc12 | 3 | 15 | 1 | 3 | 2 | 3.1 | 34 | 1 | 4.1
COc1ccccc1NC(=O)CCc1c(C)nc2c(-c3ccc(F)cc3)c(C)nn2c1C | 4 | -11 | -8 | 3 | -1 | -1.7 | 28 | -12 | -0.7
CC(=O)OCC1=C(C(=O)O)N2C(=O)C(NC(=O)CC(C)c3ccccc3)C2SC1 (stereo unspecified) | 2 | x | x | 10 | -7 | x | x | 3 | x
CCOC(=O)c1c(-c2ccccc2)oc2cc(CN(C)C)c(O)c(CN(C)C)c12 | -3 | 15 | x | -20 | -6 | -3.7 | x | 0 | -1.7
N#Cc1cc([N+](=O)[O-])ccc1NC(=O)COC(=O)CCC1CCCCC1 | 5 | -7 | -3 | x | -3 | -0.1 | -5 | x | -1.3
O=S(=O)(Nc1ccc(-c2ccc3nncn3n2)cc1)c1ccccc1Cl | 6 | x | x | 6 | 9 | x | x | -1 | x
CCC1CCCCN1C(=O)CSc1nnc(-c2ccc3c(c2)OCCO3)o1 (stereo unspecified) | -3 | -6 | -10 | -19 | 1 | -3.0 | -3 | -2 | -3.3
COc1ccc(C)cc1S(=O)(=O)N1CCN(S(=O)(=O)c2cc(C)ccc2OC)CC1 | 3 | -4 | 5 | 54* | -3 | -0.7 | 15 | 4 | -4.3
COc1ccc(OC)c(S(=O)(=O)Nc2ccc3c(c2)N(C(C)=O)CCC3)c1 | 6 | x | x | -6 | -9 | x | x | -3 | x
Cc1ccccc1C(=O)NC1CCN(Cc2ccccc2)CC1 | 6 | -9 | -6 | -20 | -7 | -3.5 | 26 | -2 | -3.2
COc1ccc(-c2[nH]ncc2CN2CCN(C(=O)c3ccco3)CC2)cc1F | 8 | 2 | -18 | -3 | -4 | -2.9 | -8 | 1 | -1.6
O=C(CSc1ccccc1)Nc1ccc(Cl)c(S(=O)(=O)N2CCOCC2)c1 | 1 | x | x | 13 | -6 | x | x | 5 | x
COc1cccc(NC(=O)Nc2ccccc2C(N)=O)c1 | 2 | -2 | 2 | 2 | -2 | 0.1 | 10 | 2 | -1.8
O=C1c2cccnc2C(=O)N1Cc1ccc(S(=O)(=O)N2CCOc3ccccc32)cc1 | -1 | -9 | -14 | -6 | 3 | 1.6 | 15 | 1 | -3.4
CCOCCCNC(=O)C(c1ccc(C)cc1)N1CCOCC1 (stereo unspecified) | 0 | x | -14 | 3 | -1 | x | 20 | -1 | x
O=C(c1cccc(S(=O)(=O)N2CCOCC2)c1)N(Cc1ccc(F)cc1)Cc1ccco1 | -2 | 0 | -7 | 55* | -8 | -2.4 | 16 | 2 | -2.5
CCOP(=O)(CC(C(C)=O)C(O)c1ccccc1)OCC (stereo unspecified) | 1 | 0 | -9 | 13 | -2 | -2.1 | 8 | 5 | -0.8
COC(=O)c1ccc(CSc2nnc(NC(C)C)s2)o1 | 6 | -4 | 1 | 5 | -7 | 0.7 | 8 | 0 | -1.0
Cc1ccc(S(=O)(=O)N2CCC(C(=O)OCC(=O)NCCc3ccccc3)CC2)cc1C | 2 | x | x | -5 | -5 | x | x | 2 | x
O=C(COC(=O)COc1ccc(Br)cc1)NCC1CCCO1 (stereo unspecified) | 1 | x | x | 16 | -6 | x | x | 4 | x
O=C(CNC(=O)c1cccs1)NCCc1ccco1 | 3 | x | x | -1 | 3 | x | x | 1 | x
CCOC(=O)c1c(N)sc(C(=O)N2CCCC2)c1C | 4 | -2 | -3 | 3 | 0 | -2.5 | 1 | -10 | -3.1
Cc1nc(N2CCCCCC2)c2ccccc2n1 | 3 | 3 | -13 | 2 | -9 | 0.6 | 9 | 4 | -0.7
S=c1[nH]nc(-c2ccco2)n1/N=C/C=C/c1ccco1 | 0 | 23 | -3 | -9 | 0 | 4.3 | 95 | -3 | -2.8
Cc1cc(C)c2c(=O)c(/C=C3\NC(=S)NC3=O)coc2c1 | -5 | 9 | -4 | x | -4 | -0.4 | 28 | x | -2.5
CCC(=O)c1ccc(OCC(=O)OCC(=O)NC2CCCC2)cc1 | 1 | x | x | 16 | -2 | x | x | 2 | x
Cc1nn(C(C)C(=O)N2CCCCC2)c(=O)c2c1sc1ccccc12 (stereo unspecified) | 5 | 0 | -23 | -7 | -3 | 0.9 | 7 | 2 | -3.0
COC(=O)c1ccccc1NC(=O)c1cc(-c2ccc(C)cc2)on1 | 4 | 10 | 8 | 11 | x | -1.4 | 1 | 7 | -5.2
CC(=O)c1ccc(NC(=O)CCCCCn2nnc3ccccc3c2=O)cc1 | 7 | 9 | -6 | 29 | -3 | -1.2 | -4 | 3 | -3.2
CN(C)CCCN(C(=O)c1ccc(S(=O)(=O)N2CCCCCC2)cc1)c1nc2ccc(F)cc2s1 | 0 | -43 | -10 | -25 | -3 | 1.5 | 16 | -1 | 1.2
Cc1nnc(NC(=O)CSc2nnc(CC(=O)Nc3ccccc3F)n2C)s1 | 1 | 3 | -1 | 6 | -6 | -0.5 | -2 | 3 | -3.1
CCN(C(=O)COC(=O)/C=C/c1c(C)nn(-c2ccccc2)c1C)C1CCS(=O)(=O)C1 (stereo unspecified) | -1 | 9 | -20 | 1 | -5 | -1.6 | 7 | 6 | -2.6
O=C1N(c2cccc(Cl)c2)C(c2ccc(Cl)cc2)N2CCCN12 (stereo unspecified) | 1 | -14 | -9 | -1 | -5 | -1.2 | -7 | -5 | -2.7
CCN(CC)S(=O)(=O)c1cc([N+](=O)[O-])ccc1NNC(=O)Nc1ccccc1 | 1 | 1 | 11 | -1 | -1 | 0.3 | -10 | x | -1.2
O=C(Nc1ncc(Br)s1)C1CCCN1S(=O)(=O)c1cccc2cccnc12 (stereo unspecified) | -2 | 1 | -1 | 5 | 1 | 1.6 | 4 | 2 | -3.0
CNC(=O)c1ccc(-c2ccc(OC)cc2)s1 | 6 | 3 | 9 | 32 | 1 | -2.7 | 32 | 4 | -3.4
COc1ccc(C(=O)COC(=O)c2cc(=O)c3ccccc3o2)cc1 | 8 | x | x | -14 | -4 | x | x | 4 | x
CC(C(=O)Nc1nc(-c2ccc(F)c(F)c2)cs1)N1C(=O)C2CC=CCC2C1=O (stereo unspecified) | -2 | x | x | -46 | 2 | x | x | 2 | x
O=C(CCn1c(=O)[nH]c2ccsc2c1=O)N1CCN(c2cccc(Cl)c2)CC1 | 9 | -7 | -1 | 6 | -2 | -1.6 | 2 | -9 | -1.8
Cc1ccc(/C(O)=C2/C(=O)C(=O)N(CC(=O)O)C2c2ccc([N+](=O)[O-])cc2)cc1 (stereo unspecified) | 0 | 3 | 0 | -14 | -9 | -1.2 | 4 | 1 | -1.5
O=C(NC1CCSC1=O)C1CC(=O)N(c2ccc(F)cc2)C1 (stereo unspecified) | 4 | 14 | -9 | -6 | -7 | -6.4 | 3 | -3 | -4.9
CCOc1ccc(C(=O)CCC(=O)N(CC)CC(=O)NCc2cccs2)cc1 | -8 | x | x | -2 | -1 | x | x | 1 | x
Cc1ccc(C(=O)N2CCN(c3nc4ccccc4n3C)CC2)cc1 | -6 | -7 | -5 | 5 | -10 | -0.6 | 9 | 2 | -2.0
CCc1ccc(/C=C\C(=O)N2CCc3ccccc3C2)cc1 | 0 | -4 | -8 | 10 | -1 | -0.8 | 10 | 7 | -2.7
Cc1ccc(S(=O)(=O)N2CCCCC2)cc1NC(=O)CNCc1ccco1 | 2 | 11 | 8 | -8 | -2 | -1.3 | -4 | 5 | 1.0
CC(C)NC(=O)CN1C(=O)CSc2ccc(S(=O)(=O)N3CCCC3)cc21 | 5 | 0 | -5 | 64* | 2 | -1.2 | 8 | 5 | -2.0
